Compound activity as filed in PubChem BioAssay.
ADAM10 inh – inhibitors of human ADAM10; inhibition, % at 7 µM; AID 720582; recombinant ADAM10, EDANS/DABCYL FRET peptide cleavage, 3 h; 370,000 tested, 0.62% active;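 active means inhibition above a per-campaign cutoff equal to the mean of compounds falling between control-based bounds plus 3 SD, cut at about 20% in these data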;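 further: 0% = DMSO wells while the 100% control is not disclosed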
SIAE inh – inhibitors of human sialic acid acetylesterase SIAE; SIAE FP-Rh probe binding, fluorescence polarization; inhibition, % at 9.66 µM; 370,000 tested, 0.69% active;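 active means inhibition above a cutoff: mean of compounds within the control limits plus 3 SD of those, cut at about 17% in these data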;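 further: 0% = plate median of compound wells and 100% = probe without SIAE protein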
PLCg1 inh – PLC-gamma1 (human) inhibition, primary screen; 370,000 tested, 0.84% active; P19174; AID 720700; purified PLC-gamma1, fluorogenic substrate, fluorescence; inhibition, % at 12.2 µM; in the data active means inhibition above about 9.5%
PLCb3 inh – PLC-beta3 (human) inhibition, primary screen. Purified PLC-beta3, fluorogenic substrate, fluorescence. 370,000 tested, 0.18% active. Q01970. inhibition, % at 12.2 µM. AID 720704; in the data active means inhibition above about 11%;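 further: 0% = median of compound wells on plate and 100% = full blocker control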
Target sequence (Q01970 whole entry, looked up): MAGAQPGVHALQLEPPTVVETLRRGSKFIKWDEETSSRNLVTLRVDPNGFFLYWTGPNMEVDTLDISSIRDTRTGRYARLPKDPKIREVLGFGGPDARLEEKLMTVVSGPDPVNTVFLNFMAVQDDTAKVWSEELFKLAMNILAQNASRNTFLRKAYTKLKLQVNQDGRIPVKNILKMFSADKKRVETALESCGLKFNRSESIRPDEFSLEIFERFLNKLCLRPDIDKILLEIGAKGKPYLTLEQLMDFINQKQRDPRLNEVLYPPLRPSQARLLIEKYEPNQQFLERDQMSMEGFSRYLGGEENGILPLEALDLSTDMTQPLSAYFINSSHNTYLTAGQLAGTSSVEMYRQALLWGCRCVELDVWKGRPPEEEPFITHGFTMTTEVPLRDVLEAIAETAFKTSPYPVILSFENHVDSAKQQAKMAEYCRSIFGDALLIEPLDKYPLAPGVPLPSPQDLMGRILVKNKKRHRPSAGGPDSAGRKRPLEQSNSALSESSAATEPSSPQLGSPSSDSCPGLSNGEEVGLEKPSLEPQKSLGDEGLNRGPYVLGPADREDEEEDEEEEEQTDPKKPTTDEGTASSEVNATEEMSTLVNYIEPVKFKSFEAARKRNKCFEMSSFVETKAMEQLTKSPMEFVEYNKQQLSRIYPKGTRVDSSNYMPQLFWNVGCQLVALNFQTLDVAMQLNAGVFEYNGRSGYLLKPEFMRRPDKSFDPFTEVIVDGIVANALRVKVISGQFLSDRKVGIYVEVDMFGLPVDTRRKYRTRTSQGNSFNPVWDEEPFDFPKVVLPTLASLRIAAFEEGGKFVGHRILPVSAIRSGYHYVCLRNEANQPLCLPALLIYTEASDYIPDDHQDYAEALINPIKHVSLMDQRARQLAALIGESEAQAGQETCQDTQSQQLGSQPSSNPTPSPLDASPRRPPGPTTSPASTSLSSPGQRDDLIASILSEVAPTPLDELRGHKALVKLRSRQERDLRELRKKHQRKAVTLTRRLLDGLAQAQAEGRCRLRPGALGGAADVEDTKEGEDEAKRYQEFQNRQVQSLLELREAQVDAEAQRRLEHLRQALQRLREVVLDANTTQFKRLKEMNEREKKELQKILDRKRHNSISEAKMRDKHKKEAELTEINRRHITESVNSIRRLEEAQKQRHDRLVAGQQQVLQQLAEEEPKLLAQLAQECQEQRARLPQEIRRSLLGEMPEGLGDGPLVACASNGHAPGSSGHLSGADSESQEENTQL
TDP2 inh – TDP2 (human) inhibition, absorbance primary screen; inhibition, % at 12.8 µM; recombinant TDP2, T5PNP hydrolysis, p-nitrophenol absorbance 415 nm; O95551; 370,000 tested, 0.34% active; AID 720702;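 active means inhibition above the mean of all tested compounds plus 3 SD, set per campaign, cut at about 25% in these data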;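 further: 0% = DMSO with enzyme and 100% = buffer with substrate but no TDP2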
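Test system: human TDP2 enzyme; Input: 120 nM TDP2 per well; Buffer or medium: Mg2+-containing Tris-HCl buffer, pH 7.5; Reagent: 5 mM T5PNP; Dosing: 12.8 µM single point, 1% DMSO; Incubation: reaction 2 h, 37 °C; Detection: p-Nitrophenol epi absorbance; Read-out: % inhibition relative to enzyme-containing and enzyme-free wells; Replicates: single well per compound.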
Tn6 DDE FP – DD(E)-Tn6 binding inhibition, primary FP screen; P02675; Fibrin DD(E) TRITC-Tn6 fluorescence polarization displacement; inhibition, % at 8.3 µM; 370,000 tested, 0.21% active; AID 720509;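 active means inhibition above a per-campaign cutoff: mean of compounds within control limits plus 3 SD, cut at about 15% in these data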;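 further: 0% = median of all compound wells on the plate and 100% = blocking peptide control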
ASAP1 GAP inh – inhibitors of human ASAP1 ArfGAP activity. Q9ULH1. ASAP1-stimulated ARF1 GTP hydrolysis, GDP FP detection. inhibition, % at 16.5 µM. 360,000 tested, 0.19% active; in the data active means inhibition above about 25%;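 further: 0% = vehicle with enzyme and substrate and 100% = no enzyme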
DDE Tn7 FP inh – inhibitors of Tn7 peptide binding to human fibrin DD(E); P02675; FP displacement of FITC-Tn7 peptide from fibrin DD(E); 0% = median of compound wells per plate; inhibition, % at 8.3 µM; 370,000 tested, 0.13% active; AID 720508;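 active means inhibition above the mean of compounds falling within the control limits plus 3 SD of them, cut at about 14% in these data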;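 further: 0% = plate median of compound wells and 100% = 10 µM Aha-Tn7 peptide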
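assay system = human clot-derived fibrin DD(E) complex | quantity = Fibrin-DD(E) at 2 µM final | timing = 10 min preincubation, 3 h with tracer, room temperature | signal = fluorescence polarization | measure = percent inhibition | benchmarks = high control wells with 10 µM unlabelled Aha-Tn7 peptide (full inhibition) | replicates = singlicate testing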
ADAM17 inh – inhibitors of human ADAM17 | P78536 | recombinant ADAM17, EDANS/DABCYL FRET peptide cleavage | inhibition, % at 6.95 µM | 370,000 tested, 0.83% active | AID 720648;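 active means inhibition above the mean of compounds lying between control limits plus 3 SD, set per campaign, cut at about 8.5% in these data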;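 further: 0% = DMSO-only wells as the low control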
ARFGAP1 inhibitor – rat ARFGAP1 inhibition; Arfgap1-stimulated ARF1 GTP hydrolysis, GDP FP detection; inhibition, % at 16.5 µM; 360,000 tested, 0.26% active; AID 651572;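 active means inhibition above a per-plate limit, mean inhibition of low control wells plus 3 SD, cut at about 25% in these data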;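 further: 0% = DMSO wells with enzyme and 100% = wells lacking Arfgap1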
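System: truncated rat Arfgap1 GAP domain / Benchmarks: high control wells lacking Arfgap1, low control full reaction with DMSO / Times: compound-enzyme preincubation 20 min, reaction 120 min, detection 60 min, 25 °C / Repeats: one replicate per compound / Also added: human ARF1(Δ1-17)-GTP substrate / Measured by: Tracer-displacement fluorescence polarization with EDTA stop, 620/688 nm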
Active calls of the source: *; i = inactive; . = not tested or not shown.

The first 3 compounds as a preview:
cpd	structure	ADAM10 inh	SIAE inh	PLCg1 inh	PLCb3 inh	TDP2 inh
1	O=C(NCc1ccccc1Cl)c1cc([N+](=O)[O-])ccc1Cl	-8	-1	7	2	-9
2	Cc1ccc(N=c2c([N+](=O)[O-])nn(-c3ccccc3)n2O)c(C)c1	-14	5	-7	-14	4
3	CCOC(=O)c1sc2ncnc(N3CCN(C(=O)OCC)CC3)c2c1C	2	-3	-13	-15	-1

cpd	Tn6 DDE FP	ASAP1 GAP inh	DDE Tn7 FP inh	ADAM17 inh	ARFGAP1 inhibitor
1	-8	5	-8	-3	16
2	-2	9	-8	-4	1
3	-9	-13	8	-4	3

The whole of this part, from the first entry:
cpd	structure	ADAM10 inh	SIAE inh	PLCg1 inh	PLCb3 inh	TDP2 inh
1	O=C(NCc1ccccc1Cl)c1cc([N+](=O)[O-])ccc1Cl	-8	-1	7	2	-9
2	Cc1ccc(N=c2c([N+](=O)[O-])nn(-c3ccccc3)n2O)c(C)c1	-14	5	-7	-14	4
3	CCOC(=O)c1sc2ncnc(N3CCN(C(=O)OCC)CC3)c2c1C	2	-3	-13	-15	-1
4	Cc1ccc(Nc2nnc(SCC(=O)N(C)C3CCS(=O)(=O)C3)s2)cc1 (stereo not drawn)	-1	0	3	-5	-10
5	COc1ccc(OCc2nnc(SCC(=O)Nc3ccccc3F)o2)cc1	0	-1	2	-4	-5
6	O=C(Cn1nc(Cl)nc1Cl)c1ccccc1	-2	-4	-3	-5	-11
7	Cc1ccc(S(=O)(=O)N2CCCN(C(=O)c3ccc(-n4cccn4)cc3)CC2)cc1	0	0	3	-2	8
8	COc1ccccc1NC(=S)NC(=O)C1CC1	9	-5	5	2	-11
9	Cc1ccccc1C(=O)N1CCC(C(=O)NC(C)c2ccc(-n3ccnc3)cc2)CC1 (stereo not drawn)	-1	2	-2	-8	2
10	Cc1cccc(-c2cnc(C(O)c3ccc(Cl)cc3C)[nH]2)c1 (stereo not drawn)	5	3	2	1	0
11	Cc1ccc(S(=O)(=O)NCCCCCC(=O)Nc2ccccn2)cc1	4	-5	-1	3	4
12	CCc1ccc(NC(=O)CSc2nc3cc(C(=O)OC)ccc3c(=O)n2Cc2ccco2)cc1	-7	1	-2	3	11
13	COc1cc(C(CCN2CCCCC2)c2c(OC)cc(OC)c3c(-c4ccccc4)cc(=O)oc23)cc(OC)c1OC (stereo not drawn)	-7	6	-4	-6	-13
14	O=C(CSCc1ccc([N+](=O)[O-])cc1)NC1CCCCCC1	5	-1	2	2	3
15	COc1ccc(OC)c2sc(NNC(=O)COc3ccccc3)nc12	-2	8	-4	-11	-2

cpd	Tn6 DDE FP	ASAP1 GAP inh	DDE Tn7 FP inh	ADAM17 inh	ARFGAP1 inhibitor
1	-8	5	-8	-3	16
2	-2	9	-8	-4	1
3	-9	-13	8	-4	3
4	-2	1	-6	1	6
5	6	2	0	0	-6
6	-7	3	4	-5	5
7	-3	-16	7	-3	-1
8	-5	-3	-5	0	9
9	3	-6	2	2	-13
10	0	2	-1	2	9
11	-9	3	2	-5	-14
12	-6	2	0	-2	11
13	-3	-5	0	-1	5
14	-3	-1	10	-3	-3
15	2	2	2	-2	8

The listing continues:
cpd	structure	ADAM10 inh	SIAE inh	PLCg1 inh	PLCb3 inh	TDP2 inh
16	CCCN1CCCc2cc(CN(CCCN3CCOCC3)C(=O)Nc3ccc(OCC)cc3)ccc21	-8	10	-6	-9	16
17	CC1(Oc2ccc(CC#N)cc2)CCN(Cc2ccc(-n3ccnc3)cc2)C1 (stereo not drawn)	3	1	3	1	-18
18	Cc1ccc(C(=O)N(c2ccccn2)C(C)c2ccco2)cc1C (stereo not drawn)	-1	-2	0	3	-1
19	CCOc1ccccc1N1CCN(c2nc(N)c(C#N)c(CC#N)c2C#N)CC1	4	0	-45	-59	3
20	COC(=O)[C@H](N[C@H](/C=C/c1ccccc1)[C@@H](O)Cc1ccccc1)c1ccccc1	3	2	3	4	-2
21	CC1(C2CC2)NC(=O)N(CC(=O)Nc2ccccc2-c2ccccc2)C1=O (stereo not drawn)	0	3	-3	-6	12
22	COc1ccc2c(CN3CCCCC3)cc(=O)oc2c1	i	4	-108	-159	-6
23	O=C(COc1ccccc1)N1CCc2ccccc2C1	5	-5	-1	-4	-5
24	O=C(CSc1ccc(-c2cccnc2)nn1)N1CCCC1	-8	-6	1	-4	-10
25	COC(=O)Nc1nnc(-c2ccco2)s1	2	7	-2	-7	3
26	CC(=C\C(=O)O)/C(=C/c1ccccc1)C(=O)O	2	-6	0	1	0
27	O=C(/C=C/c1ccc(Cl)cc1Cl)NCc1ccco1	-3	-3	2	3	-8
28	Cc1cccc2c1Sc1ccccc1CC2=O	-4	-5	-13	-23	-5
29	CC(C)CC(NC(=O)C(CC(C)C)NC(=O)OC(C)(C)C)C(=O)O (stereo not drawn)	-2	3	-2	3	-4
30	COc1ccccc1CNCC(=O)Nc1cc(S(=O)(=O)N2CCCCC2)ccc1C	-5	2	6	5	-10

cpd	Tn6 DDE FP	ASAP1 GAP inh	DDE Tn7 FP inh	ADAM17 inh	ARFGAP1 inhibitor
16	6	4	-1	-7	0
17	-2	5	-12	1	-5
18	4	-2	2	3	9
19	-5	-10	-1	-3	11
20	2	-2	-5	1	4
21	4	12	5	-3	-3
22	0	-10	-5	-189	6
23	-1	6	7	-3	6
24	8	-4	-6	-1	2
25	-2	-2	-5	1	4
26	0	11	-1	-1	3
27	1	-15	3	-2	4
28	2	-8	-4	-4	5
29	-4	11	-2	-3	7
30	4	-4	-12	3	-21

Next structures.
cpd	structure	ADAM10 inh	SIAE inh	PLCg1 inh	PLCb3 inh	TDP2 inh
31	CCN(CC)C(=O)CC[C@@H]1CC[C@]2(CCCN(Cc3nccs3)C2)O1	-10	5	-3	-2	3
32	O=C(Nc1cccc(NC(=O)c2cccs2)c1)c1ccc2c(c1)OCCO2	-2	-28	-1	-5	3
33	O=C(CSc1nc2c(c(=O)n1-c1ccc(Br)cc1)SCC2)NCc1ccco1	-6	-4	-1	1	3
34	COc1ccccc1OCCOCCOc1ccc(C)cc1Br	15	-2	3	-2	-8
35	Cc1ccc(C(=O)CSc2nnc(COc3ccc(C#N)cc3)n2-c2ccccc2)cc1	1	-3	-1	1	9
36	O=C(Nc1ccccc1C(=O)Nc1ccccc1)c1cccs1	4	7	0	1	7
37	Cc1cccc(Cc2nnc(CCC(=O)N3CCCC(CN4CCOCC4)C3)o2)c1 (stereo not drawn)	2	6	3	5	12
38	Cc1ccccc1COC[C@H](CC(C)C)N1CCN(C(=O)c2cccc(C(F)(F)F)c2)CCC1=O	0	5	2	7	0
39	Clc1ccc(-c2[nH]ncc2N=Nc2ccccc2)cc1	22*	-1	3	1	0
40	COc1ccc(C2/C=C\CN(C(=O)C3CC3)CC(=O)N2Cc2ccc(F)cc2)cc1 (stereo not drawn)	3	0	-1	2	-2
41	Cn1c(=O)c2c(nc(CN3CCOCC3)n2CCCO)n(C)c1=O	-1	-7	0	3	-3
42	COC(=O)[C@]12C[C@H](CC(=O)NCc3cccc(C(F)(F)F)c3)C(=O)N(Cc3ccccc3)C1=C[C@H](COCc1ccccc1)O[C@@H]2C	11	8	1	5	-12
43	CCSC(=Nc1ccccc1)N1CCOCC1	-3	0	3	-1	1
44	CC(C)(C)CN1CCNC(=O)C1CC(=O)N1CCN(c2ccccc2)CC1 (stereo not drawn)	-62	7	-30	-46	4
45	O=C1O[C@@H]([C@H](O)CO)C(O)=C1O	-16	10	-1	1	-7

cpd	Tn6 DDE FP	ASAP1 GAP inh	DDE Tn7 FP inh	ADAM17 inh	ARFGAP1 inhibitor
31	4	.	-1	-3	.
32	-8	14	-2	1	10
33	6	-3	6	1	29*
34	-4	-23	4	2	-3
35	1	5	-2	-2	0
36	3	-2	-6	1	-5
37	-2	-7	-3	1	1
38	-6	1	1	4	-9
39	13	4	6	10*	6
40	-6	2	2	-2	11
41	-1	0	-3	-3	-1
42	7	.	7	4	.
43	4	-26	-5	-1	3
44	4	4	-8	-16	-9
45	-2	-5	-6	-2	18

Structures listed above that bear a hit mark in ARFGAP1 inhibitor:
cpd	structure	ADAM10 inh	SIAE inh	PLCg1 inh	PLCb3 inh	TDP2 inh
33	O=C(CSc1nc2c(c(=O)n1-c1ccc(Br)cc1)SCC2)NCc1ccco1	-6	-4	-1	1	3

cpd	Tn6 DDE FP	ASAP1 GAP inh	DDE Tn7 FP inh	ADAM17 inh	ARFGAP1 inhibitor
33	6	-3	6	1	29*

Whole records from above. Order of screens: ADAM10 inh	SIAE inh	PLCg1 inh	PLCb3 inh	TDP2 inh	Tn6 DDE FP	ASAP1 GAP inh	DDE Tn7 FP inh	ADAM17 inh	ARFGAP1 inhibitor
`O=C(CSc1nc2c(c(=O)n1-c1ccc(Br)cc1)SCC2)NCc1ccco1` is entered as -6	-4	-1	1	3	6	-3	6	1	29*
`COc1ccccc1OCCOCCOc1ccc(C)cc1Br` is entered as 15	-2	3	-2	-8	-4	-23	4	2	-3

The listing continues.
cpd	structure	ADAM10 inh	SIAE inh	PLCg1 inh	PLCb3 inh	TDP2 inh
46	COc1cc(NC(=O)CN2C(=O)NC(c3ccccc3)(c3ccccc3)C2=O)c(C)cc1[N+](=O)[O-]	14	-7	-1	4	5
47	O=C(CNC(=O)Cc1ccccc1)NCc1cccc(C(F)(F)F)c1	-8	2	0	-5	6
48	Cn1nc(C(F)(F)F)c(CO)c1Sc1ccc(F)cc1	1	-6	-2	1	-5
49	Cc1cccn2c(=O)c3cc(C(=O)NC4CCCC4)c(=N)n(C4CCCCC4)c3nc12	i	-6	-151	-191	-10
50	Cc1nc(SCc2nc3c(O)cccc3[nH]2)c2oc3ccccc3c2n1	8	-1	6	8	-8
51	Fc1cccc(F)c1/C=N/NC(=S)Nc1cccnc1	3	-1	1	1	-5
52	Cc1ccc(NC(=O)CCC(=O)Nc2ccc(C)cc2)cc1	0	2	1	-1	13
53	C=CCN1[C@@H](CC(C)C)COc2cc(F)ccc2S1(=O)=O	-1	0	-1	0	3
54	CC1CC1C(=O)Nc1cc(C(F)(F)F)ccc1N1CCOCC1 (stereo not drawn)	2	-2	4	-3	-12

cpd	Tn6 DDE FP	ASAP1 GAP inh	DDE Tn7 FP inh	ADAM17 inh	ARFGAP1 inhibitor
46	-5	11	-5	7	4
47	3	-6	7	-2	3
48	-5	-6	-4	-1	7
49	0	0	-8	-254	0
50	-6	22	-5	8	6
51	-3	-3	-7	0	7
52	-3	-4	0	-1	24
53	-2	.	9	-4	.
54	0	-8	-5	1	-11

An unsorted share of the library. About 3.6% of those tested had a hit in this group.
